Screening results: PubChem, National Center for Advancing Translational Sciences (NCATS)
KDM5B inhibitor – KDM5B demethylase inhibition. Q9UGL1. KDM5B demethylase, FDH-coupled NADH fluorescence (FDH is formaldehyde dehydrogenase). Potency, µM (highest dose often 57.7 µM), for inactives: at the top dose activity change, negative = inhibition, usual class: inhibitors. 220,000 compounds, 2.6% hits; active = well fitted inhibition curve with a large enough effect; inconclusive = small, poorly fitted or top-dose-only effect; inactive = no such curve, though single readings can be large or run the other way; also: 0% is about no effect; nearly all actives have a fitted effect of over 70% in size
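Coupled FDH/NAD⁺ fluorescence readout. KDM5BΔAP 200 nM final; compound titration, 10 min RT preincubation; substrate mix 12.5 µM H3K4me3, 25 µM 2-OG, 50 µM Fe(II), 100 µM ascorbate, 0.25 mM NAD⁺, 0.25 U/mL FDH; ΔRFU over 30 min.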
* = called active by the depositor; ? = inconclusive; [ ] = dose if it differs, or a comment. Potency is read from the fitted curve at half-maximal effect. Not all compounds are listed (hit frequency here may not be typical).

KDM5B inhibitor | compound
22% | Fc1cc(Br)ccc1OCc1nnc(C2CC2)o1
-6%[86.2 µM] | COc1cccc(NC(=O)[C@@H]2C[C@H](c3ccc(F)cc3)N([S+](C)(=O)[O-])C2)c1
20% | O=C(CN1C(=O)C2C3C=CC(C3)C2C1=O)OCC(=O)c1ccc(Cl)c([N+](=O)[O-])c1 (stereo not drawn)
-5% | Cc1ccc2oc(=O)c(/C=C(\O)c3ccccc3)nc2c1
32%[activator] | CCN(CCN(C)C)C(=O)c1coc(COc2ccc3sc(C)nc3c2)n1
15% | CC(C)n1nc(C(=O)Nc2nc(-c3ccc(F)cc3)cs2)c2ccccc2c1=O
-4% | O=[N+]([O-])c1cc(-c2nc(-c3ccccc3)no2)ccc1N1CCN(c2ccccc2)CC1
20% | CC(Cn1cccn1)NC(=O)N1CCN(Cc2cccnc2)CC1 (stereo not drawn)
-32%[86.2 µM] | Cc1nnc(-c2cc(N3C[C@@H](C)O[C@@H](C)C3)ccn2)n1C1CCCCC1
-7% | Cc1[nH]c2ccccc2c1CC(=O)NCc1ccc(CN2CCCC2)cc1
1% | CC(=O)c1ccc(N2CCN(C(=O)C3CCN(S(=O)(=O)c4cn(C)c(C)n4)CC3)CC2)cc1
-33% | O=C(Cn1c(=O)c2cccn2c2ccc(F)cc21)N1CCN(c2ccccc2F)CC1
7% | Cc1ccc(CNC(=O)c2ccc(-c3csc(C4CC4)n3)cc2)cc1
-14% | COc1ccc(C2=Nc3ccccc3N(CC(=O)Nc3cccc(C(C)=O)c3)C(=O)C2)cc1
-28% | COc1ccc(CNC(=O)CCc2cn(Cc3cc(C)ccc3C)c3ccccc23)cc1OC
-15% | COc1ccc(C(=O)N2CCn3c(nnc3[C@@H]3C[C@@H](O)CN3C(C)C)C2)c(OC)c1
-20% | O=C(CN1C(=O)NC2(CCOCC2)C1=O)Nc1ccc(Cl)cc1
-16% | Cc1ccccc1-c1nc2ccccc2c(=O)n1/N=C/c1ccc([N+](=O)[O-])cc1
? | CC(C)N1CCN(C(=O)CCC[C@@H]2[C@H]3CCCN4CCC[C@@H](CN2C(=O)c2ccccc2)[C@@H]34)CC1
13% | Cc1cccc(OCC(=O)N2CCC(c3n[nH]c(=O)n3-c3ccccc3)CC2)c1
10% | Cc1ccccc1-c1noc(-c2ccccc2OCC(=O)Nc2ccccc2[N+](=O)[O-])n1
17% | Cc1ccc(CNC(=O)CCc2ncc(-c3ccc(F)cc3)o2)cc1F
? | O=C(CCNC(=O)c1cnccn1)NC1CCCc2c1[nH]c1ccccc21 (stereo not drawn)
? | CN(C)c1cccc(C(=O)Nc2ccc3ncnc(N4CCCCC4)c3c2)c1
9% | Cc1cc(C(=O)Nc2ccccc2N2CCOCC2)c(C)o1
5% | COC(=O)Cn1nnc2sc3c(c2c1=O)CCCC3
7% | O=C(NCC1(c2ccccc2)CCCC1)c1cc2c(Cl)nc3ccccc3c2s1
-11% | CCOCCCNC(=O)CCc1nnc2ccc(N3CCN(c4cccc(OC)c4)CC3)nn12
? | CCc1cccc(NC(=O)CCc2c[nH]c3ccccc23)c1
-22% | CN(Cc1ccccc1)C(=O)CN1C(=O)COc2ccc(C(=O)COc3ccccc3F)cc21
8% | Cc1cc(C)cc(-n2c(SCC(=O)N3CCCC3)nc3c([nH]c4ccccc43)c2=O)c1
? | C=CCN1CCN(Cc2cccc(OCC(O)CN(C)C3CCCCC3)c2)CC1 (stereo not drawn)
8% | O=C(Nc1cc(C(F)(F)F)ccc1Cl)C1(F)C(F)(F)C(F)(F)C(F)(F)C(F)(F)C1(F)F
? | O=C(NCCc1cccs1)c1ccc(Cn2c(SCc3cccc(F)c3)nc3cccnc32)cc1
5% | CC1(c2ccccc2)N(Cc2cccnc2)C(=O)OC12CCN(C(=O)c1ccc(Oc3ccccc3)cc1)CC2 (stereo not drawn)
-10% | CCc1ccc(NC(=O)C2=C(C)C(=O)OC23CCCCC3)cc1
-9% | CCCC(=O)Nc1nnc(Cc2ccccc2F)s1
1%[86.2 µM] | CCN(CC)C(=O)[C@@H]1CCC[C@@H](NC2CCN(C)CC2)CN(C)C(=O)C1
? | Cc1cccc(CC(=O)N2CCN(c3cc(-c4cccs4)[nH]n3)CC2)c1
5% | CN(C)c1ccc(NC(=O)c2cccc(N(C)C)c2)cc1
4%[86.2 µM] | COc1ccc(CN2Cc3[nH]nc(-c4ccnn4C)c3CC2=O)cc1
-27% | COc1cc(CCC(=O)Nc2ccc3oc(-c4ccc(C(C)C)cc4)cc(=O)c3c2)on1
-1% | CCOc1ccc(-c2nc(CNC(=O)Nc3cccc(C)c3C)c(C)o2)cc1
-12% | CNC(=O)NC(=O)COc1ccc(C(=O)c2ccc(F)cc2)cc1
-13% | COc1ccccc1NC(=O)CSc1ccc(-c2sc(C)nc2C)nn1
17% | CCc1cccc(C)c1NS(=O)(=O)c1ccc2c(c1)CC(C)N2C(=O)C1CC1 (stereo not drawn)
-1% | COc1ccc(NC(=O)C(CC(C)C)NS(=O)(=O)c2ccc3c(c2)oc(=O)n3C)cc1Cl (stereo not drawn)
-3% | CCN(Cc1ccccc1)C(=O)C(C)Sc1nnc(-c2cccs2)n1C1CC1 (stereo not drawn)
? | CCc1ccc(NC(=O)N2CCN(c3nnc(C)c4c(C)n(-c5ccc(Cl)cc5)nc34)CC2)cc1
-7% | O=C(c1ccc(OC(F)(F)F)cc1)N1CCC(c2n[nH]c(=O)n2-c2ccccc2)CC1

Later entries.
KDM5B inhibitor | compound
-8%[86.2 µM] | CN(c1ccccc1)c1ccc2nnc(-c3cc(C(=O)N4CCCCC4)ccn3)n2n1
-31% | COc1cccc(NC(=O)CN2C(=O)CC(c3ccco3)Sc3ccccc32)c1 (stereo not drawn)
16% | COCCCNC(=O)CC1CCCC1
3% | CCCc1cc(=O)[nH]c(SCc2nnc(-c3ccc(OCC)cc3)o2)n1
? | COc1ccc(C(=O)N[C@@H]2CN(C)C[C@H]2CN(C)C)c(C)c1
6% | Fc1ccc(-c2noc3ncnc(Nc4ccc(F)cc4F)c23)cc1
89%[activator] | O=C(Nc1nc(-c2cc3ccccc3oc2=O)cs1)c1ccccc1
15% | CCc1cccc2c1NC(=O)C2(O)CC(=O)c1ccc(Br)cc1 (stereo not drawn)
-14% | O=S(=O)(c1ccccc1)N1CCCC(c2nc(CCOCC3CCCC3)no2)C1 (stereo not drawn)
17%[86.2 µM] | CC(=O)N1CCCC(c2nn(-c3ccccc3)c(=O)[nH]2)C1 (stereo not drawn)
30% | CCOc1nc(-c2ccccc2)ncc1Oc1ccccc1
7% | CCN1CCN(c2nc(Nc3ccc(OC)cc3)c3nccnc3n2)CC1
8% | COc1ccc(OC)c(CNC(=O)C2CCCN(c3ncnc4onc(-c5ccc(F)cc5)c34)C2)c1 (stereo not drawn)
18% | Cc1ccc(CNC(=O)N2CCC(Cn3c(C)cnc3C3CCOCC3)CC2)cc1
15% | COc1ccc(NC(=O)c2ccco2)cc1S(=O)(=O)N1CCCCC1
-4% | CCNC(=S)/N=C(/Nc1ccccc1)Nc1nc(C)cc(C)n1
9% | CNc1nc(C(=O)N2CCC3(CC2)c2nc[nH]c2CCN3C)cs1
23% | CCCc1nc2oc3ccccc3c(=O)c2c(=O)n1-c1ccccc1
-26% | CCCCN(C)CCCNC(=O)c1cc(=O)[nH]c2ccc(S(=O)(=O)N3CCCCC3)cc12
-3% | CCC1CCCCN1CCN1C(=O)C2C(C(=O)Nc3ccc(OC)cc3)C3C=CC2(O3)C1C(=O)NC1CCCCC1 (stereo not drawn)
-22% | Cn1c(=O)c2c(n3ncnc13)NC(=O)CC2c1cccc(F)c1 (stereo not drawn)
-9% | CCC1(O)CCC12CCN(C(=O)c1cccc(C)c1)CC2 (stereo not drawn)
4% | COc1cc(C(=O)OCc2cccc(C#N)c2)cc(OC)c1C
-10% | COCc1c(C(=O)N2CCCC3(CCC(=O)N(C4CC4)C3)C2)noc1C (stereo not drawn)
-5% | CCOc1ccc(-c2nc(CSCC(=O)NCc3cccnc3)c(C)o2)cc1
? | Cc1cccc(-c2cccc3c4c([nH]c23)[C@@H]2C[C@H](N(C)C(=O)c3ccccc3C)[C@H]([C@H](C)O)CN2CC4)c1
? | CSCC[C@H](NC(=O)c1cc2c([nH]c3ccccc32)c(-c2ccccc2)n1)C(=O)O
-18% | Cc1ccc(NC(=O)CSc2nnc3n(CC(C)C)c(=O)c4ccccc4n23)c(C)c1
24% | COc1ccc(NC(=O)Cn2c(-c3ccc(F)cc3)nc(C)cc2=O)cc1OC
3% | NC(=O)c1cc(S(=O)(=O)N2CCN(c3ccc(F)cc3)CC2)cs1
? | Cc1cnc(C(=O)N2CCC(c3nnc(CN4CCCC4)n3C3CC3)CC2)cn1
16% | O=C(CCn1ccn2nc3c(c2c1=O)CCCC3)NC1CCCCCC1
? | O=C(N[C@@H]1CN(c2ncccn2)C[C@H]1CO)c1ccco1
22% | COc1cccc(C(=O)N2CCOCC2CC(=O)N2CCNC(=O)C2)c1 (stereo not drawn)
-87% | CCCCOc1ccc(C(=O)NCCc2sc(-c3ccc(OC)c(OC)c3)nc2C)cc1
28µM* | COc1ccc(NC(=O)N2C[C@@H]3C[C@H](C2)c2ccc(NC(=O)Nc4cccc(C#N)c4)c(=O)n2C3)cc1
0% | COc1ccc(C(=O)N2CCC(N3C[C@H](O)C[C@H]3C(=O)NC3CCCCC3)CC2)c(OC)c1
8% | Cc1ccc(/C=N/NC(=O)C(c2ccccc2)c2ccccc2)s1
-11% | CCN(CC)C(=O)CN(C)Cc1coc(-c2ccccc2)n1
0% | CC(C)NC(=S)NNC(=O)C(C)C
? | CCn1cc(S(=O)(=O)N2CCCC(c3nn[nH]n3)C2)cn1 (stereo not drawn)
-15% | Cc1nc2ccc(C(=O)NCC(C)(C)CN(C)C)cc2nc1C
39% | O=C(CCn1ccn2nc3c(c2c1=O)CCCC3)Nc1cccc(OC(F)(F)F)c1
-9% | Cn1ccnc1C(=O)C1CCCN(Cc2cc(=O)c3cccc(Cl)c3[nH]2)C1 (stereo not drawn)
-23% | O=C(Nc1ccc(F)cc1)[C@@H](c1ccccc1)N1Cc2ccccc2C1=O
-1% | CN(C(=O)COc1ncnc2ccc(Br)cc12)c1ccccc1
-10% | N#Cc1nc(-c2ccc(OCc3ccc(Cl)cc3)cc2)oc1NCCN1CCOCC1
? | COC(=O)[C@@H]1Cc2c([nH]c3ccccc23)[C@H]2C[C@H](NCc3cccs3)C[C@@H](c3ccc(F)cc3)N21
-1% | CC(C)(C)c1ccc(-c2nnc(SCc3cccc(S(=O)(=O)N4CCOCC4)c3)n2N)cc1
25% | CCOc1ccccc1Nc1nc(-c2cc3cccc(OC)c3oc2=O)cs1

(next part)
KDM5B inhibitor | compound
17% | CCN(C(=O)C1CCCO1)C1CC1 (stereo not drawn)
? | CCN1c2cc(C(=O)Nc3cccc(F)c3)ccc2C(=O)N2CCCCCC21 (stereo not drawn)
-6% | Cn1cccc1/C=C1\SC(=S)N(NC(=O)c2ccc(F)cc2)C1=O
-22% | CS(=O)(=O)N(C1CC1)C1CCOC2(CCN(C(=O)Nc3ccccc3)CC2)C1 (stereo not drawn)
-9% | CCC(Sc1nnc(C)n1-c1ccc(C)cc1)C(=O)Nc1cc(C)on1 (stereo not drawn)
8% | COc1cccc(CNC(=O)CCNS(=O)(=O)c2ccc3c(c2)CCCC(=O)N3)c1
12% | COc1ccc2c(CCNC(=O)c3ccc(F)cc3)c[nH]c2c1
-3% | O=C(CCc1c[nH]c2ccccc12)N1CCC(c2nccn2CC2CC2)CC1
4% | CCOC(CNC(=O)Cc1c(C)nc2c(-c3ccccc3)c(C)nn2c1C)OCC
-10% | Cc1nn(Cc2c(F)c(F)c(F)c(F)c2F)c(C)c1NC(=O)c1nn(C)c(C)c1Br
6% | NC(=O)N/N=C1\CCCCC1c1ccccn1 (stereo not drawn)
-10%[86.2 µM] | Cc1cc(C(=O)NCC2(COc3ccccc3)C[C@@H](O)[C@@H](O)C2)n(C)n1 (stereo partly drawn)
-20% | COc1cccc(OC)c1C(=O)Nc1cccc(-c2cn3ccsc3n2)c1
